# Bcl-XL Bim block – inhibitors of Bim-Bcl-XL interaction, human. Q07817. 190,000 tested, 0.04% active. inhibition, % at 10 µM. Bim peptide-Bcl-XL binding, bead flow cytometry, fluorescence
# Target sequence (Q07817 whole entry, looked up): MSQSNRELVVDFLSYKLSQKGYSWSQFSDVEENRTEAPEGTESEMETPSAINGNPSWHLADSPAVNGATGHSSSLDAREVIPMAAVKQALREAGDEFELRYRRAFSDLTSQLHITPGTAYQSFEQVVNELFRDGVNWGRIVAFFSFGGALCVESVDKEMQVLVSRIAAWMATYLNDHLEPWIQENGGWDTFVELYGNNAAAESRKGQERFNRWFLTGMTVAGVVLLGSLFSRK
# RGS7-Gao reg – modulates binding of RGS7 to human Galphao; 220,000 tested, 0.35% active; binding response (% of control), % at 10 µM; Multiplexed bead flow cytometry; actives lie on both sides; P09471; in the data active = binding response below about 49% or above about 150%; inconclusive = no clear call, values can overlap the other calls; inactive = in between;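 also: fluorescent Galphao held in activated GDP-AlF4 state binding bead-coupled RGS7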
# Target sequence (P09471 whole entry, looked up): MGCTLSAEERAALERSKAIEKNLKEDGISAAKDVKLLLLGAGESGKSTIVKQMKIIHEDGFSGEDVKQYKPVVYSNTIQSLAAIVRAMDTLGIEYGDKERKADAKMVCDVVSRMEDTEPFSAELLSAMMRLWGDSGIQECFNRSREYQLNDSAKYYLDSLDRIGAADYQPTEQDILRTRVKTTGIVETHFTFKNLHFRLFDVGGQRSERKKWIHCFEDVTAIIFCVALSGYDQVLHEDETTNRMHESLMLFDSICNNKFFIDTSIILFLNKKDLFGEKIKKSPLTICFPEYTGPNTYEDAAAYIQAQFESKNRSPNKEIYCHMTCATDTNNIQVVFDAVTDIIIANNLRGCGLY
# RGS8-Gao – modulates binding of RGS8 to human Galphao. P09471. multiplexed bead flow cytometry; actives lie on both sides. response (percent of control binding), % at 10 µM. 220,000 tested, 0.34% active. AID 1423; in the data active = response below about 60% or above about 140%; inactive = in between;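 also: Galphao activated as the GDP aluminium fluoride complex binding bead-coupled RGS8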
# Mcl1-Noxa inh – Mcl-1/Noxa interaction inhibition; Q07820; TR-FRET Mcl-1/Noxa peptide binding, 2 h; inhibition, % at 21.7 µM; 220,000 tested, 1.5% active; AID 1022;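 active = compounds that cut the protein-peptide binding signal by more than 50% relative to plate controls in a single-dose test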;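 also: His-tagged Mcl-1 with rhodamine Noxa BH3 peptide and terbium anti-His antibody; 0% = Mcl-1 plus Noxa peptide wells and 100% = peptide-only wells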
# Bfl-1 Bim block – disrupts Bim binding to human Bfl-1. 190,000 tested, 0.12% active. Q16548. AID 1008. inhibition, % at 10 µM. Bead-based flow cytometry, Bim-Bfl-1 binding inhibition;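 also: 0% = wells without compound plus tracer and 100% = blocker peptide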
# Mcl1-Bid inh – Mcl-1/Bid interaction inhibition | Q07820 | TR-FRET Mcl-1/Bid-Dy647 peptide binding, 1536-well | inhibition, % at 21.7 µM | 220,000 tested, 0.97% active | AID 1021;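 active = compounds that cut the binding signal by more than half at the single screening dose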;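 also: His-tagged Mcl-1 with europium anti-His antibody binding Bid BH3 peptide; 0% = Mcl-1 plus peptide wells and 100% = peptide-only wells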
# RGS4-Gao reg – modulates binding of RGS4 to human Galphao | P09471 | Multiplexed bead flow cytometry; actives lie on both sides | binding response (% of control), % at 10 µM | 220,000 tested, 0.33% active; in the data active = binding response below about 49% or above about 150%; inactive = in between;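 also: fluorescent Galphao activated with aluminum fluoride binding bead-coupled RGS4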
# Mcl-1 Bim block – disrupts Bim peptide binding to human Mcl-1; inhibition, % at 10 µM; 190,000 tested, 0.1% active; AID 1009; Bead-based flow cytometry, Bim peptide-Mcl-1 binding; Q07820;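 also: 0% = no compound tracer wells and 100% = peptide blocker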
# Bcl-W Bim block – human Bim-Bcl-W interaction inhibition; Q92843; bead-based flow cytometry, Bim peptide-Bcl-W binding; 190,000 tested, 0.02% active; inhibition, % at 10 µM; AID 952;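 also: 0% = bound tracer without compound and 100% = peptide blocker; higher means less fluorescent Bim peptide bound to Bcl-W beads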
# Target sequence (Q92843 whole entry, looked up): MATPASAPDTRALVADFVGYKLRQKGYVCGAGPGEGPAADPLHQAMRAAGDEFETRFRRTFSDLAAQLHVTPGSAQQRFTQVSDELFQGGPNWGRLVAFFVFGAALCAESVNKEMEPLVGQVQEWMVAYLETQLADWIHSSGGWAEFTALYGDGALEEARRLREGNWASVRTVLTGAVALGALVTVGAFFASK
# Bcl-B Bim block – human Bim-Bcl-B interaction inhibition. Q9HD36. bead-based flow cytometry, Bim peptide-Bcl-B binding. inhibition, % at 10 µM. 190,000 tested, 0.073% active;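 also: 0% = tracer peptide without compound and 100% = reference inhibitor peptide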
# Target sequence (Q9HD36 whole entry, looked up): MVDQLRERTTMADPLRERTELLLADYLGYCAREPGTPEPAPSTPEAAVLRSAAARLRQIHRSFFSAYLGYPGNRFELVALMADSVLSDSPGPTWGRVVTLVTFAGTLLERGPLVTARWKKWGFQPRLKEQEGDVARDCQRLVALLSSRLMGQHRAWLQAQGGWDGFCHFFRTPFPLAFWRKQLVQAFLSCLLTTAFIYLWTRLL
# Bcl-2 Bim block – disrupts Bim peptide binding to human Bcl-2 | 190,000 tested, 0.06% active | inhibition, % at 10 µM | AID 950 | Bead-based flow cytometry, Bim peptide-Bcl-2 binding; in the data active = inhibition above about 40%; inconclusive = no clear call, values can overlap the other calls;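 also: 0% = no compound wells with probe peptide and 100% = reference peptide inhibitor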
# Starred values were filed as active, the others as inactive; ? = inconclusive; . = not tested or not shown; [ ] = dose if it differs, or a comment. Rule as the data show it, unless noted: active = inhibition above about 40%. An unsorted share of the library; overall some 2.7% were active at least once.
SMILES,Bcl-XL Bim block,RGS7-Gao reg,RGS8-Gao,Mcl1-Noxa inh,Bfl-1 Bim block,Mcl1-Bid inh,RGS4-Gao reg,Mcl-1 Bim block,Bcl-W Bim block,Bcl-B Bim block,Bcl-2 Bim block
CC(C)COc1ccc(C2NC(=O)NC2=O)cc1 (centres undefined),0,105,103,-2,-8,-24,105,0,3,-6,-7
Cc1c(Cc2ccccc2)c(=O)oc2cc(OCc3nn[nH]n3)ccc12,-1,98,96,-3,3,2,100,0,-3,0,0
CC(=O)c1cnc(-c2cccc(Cl)c2)s1,-5,98,99,7,-6,5,100,-2,-3,-6,-4
CCC1=C(OC(=O)N(CC)CC)N2C(=O)OC(=NCC3CC3)[C@]2(Cc2ccccc2)[C@H]2C1=CC[C@H]1C(=O)N(CC(=O)OC)C(=O)[C@H]12,.,?,102,-17,.,-27,100,.,.,.,.
O=[N+]([O-])c1ccc(/C=N/NS(=O)(=O)c2ccc(Cl)cc2)o1,-4,99,101,4,6,1,100,-3,-3,-19,3
O=[N+]([O-])c1cc(S(=O)(=O)Nc2ccccc2)ccc1N1CCN(c2ccc(O)cc2)CC1,-2,99,100,33,24,-75,101,-1,10,-4,9
COCCn1cc(C(=O)c2cc(Br)ccc2O)cc(C#N)c1=O,-3,102,101,-18,-4,-18,104,0,-1,-4,0
CCCc1cc(NCCCN2CCOCC2)n2c(nc3ccccc32)c1C#N,-16,97,92,12,-5,-24,98,-27,-5,-8,-68
CC(C)c1ccccc1OCC(=O)NN1C(=O)c2ccccc2C1=O,-1,100,101,15,-3,-8,101,-3,-1,-4,1
CC(=O)Nc1ccc(NC(=O)C(Cc2ccccc2)NC(=O)C2CCC(C)CC2)cc1 (centres undefined),0,107,102,6,0,5,102,1,2,0,3

# Individual results from above.
# `CCC1=C(OC(=O)N(CC)CC)N2C(=O)OC(=NCC3CC3)[C@]2(Cc2ccccc2)[C@H]2C1=CC[C@H]1C(=O)N(CC(=O)OC)C(=O)[C@H]12` | RGS8-Gao = 102
# `CC(C)c1ccccc1OCC(=O)NN1C(=O)c2ccccc2C1=O` | Bfl-1 Bim block = -3

# Further results:
SMILES,Bcl-XL Bim block,RGS7-Gao reg,RGS8-Gao,Mcl1-Noxa inh,Bfl-1 Bim block,Mcl1-Bid inh,RGS4-Gao reg,Mcl-1 Bim block,Bcl-W Bim block,Bcl-B Bim block,Bcl-2 Bim block
O=C(c1cnccn1)N1CCc2ccccc2C1,-2,98,98,7,-5,-14,101,-2,-1,-2,1
CCOc1cc([N+](=O)[O-])cc2c1C(=O)Nc1ccccc1O2,-8,?,100,8,-6,-27,102,0,-6,-6,-4
Nc1ccc(C(=O)N/N=C\C=C\c2ccc([N+](=O)[O-])cc2)cc1,-2,?,103,28,-6,-31,102,0,0,-4,-4
CC(=O)c1ccc(OCC(=O)Nc2ccc3nc(C)sc3c2)cc1,-2,96,102,-7,-10,-20,104,-4,-2,-5,-5
O=C1COc2ccc(C(=O)CCl)cc2N1,.,?,96,4,.,-12,102,.,.,.,.
CC(=O)NC1C(Oc2ccccc2C)OC(CO)C(O)C1O (centres undefined),-2,105,102,5,-6,-9,103,0,0,-3,-2
COc1cc(-c2nc(CN(C)C(C)c3ccncn3)c(C)o2)ccc1F (centres undefined),-5,103,104,6,-4,-26,103,-1,-1,-4,-2
Cc1c(C(=O)Nc2ccc(C(=O)O)cc2)cnn1C,-15,99,103,1,-24,-13,100,-7,-7,-15,-17
CC(C)C(=O)Nc1cc(S(=O)(=O)Nc2cccc(Cl)c2)ccc1Cl,-9,99,95,7,-3,11,104,-6,-3,-4,-1
N#C/C(=C\c1cccs1)C(=O)N1CCOCC1,.,?,104,8,.,-9,104,.,.,.,.

# Shown tab-delimited: part of the list above
mol	Bcl-XL Bim block	RGS7-Gao reg	RGS8-Gao	Mcl1-Noxa inh	Bfl-1 Bim block	Mcl1-Bid inh	RGS4-Gao reg	Mcl-1 Bim block	Bcl-W Bim block	Bcl-B Bim block	Bcl-2 Bim block
CC(=O)c1ccc(OCC(=O)Nc2ccc3nc(C)sc3c2)cc1	-2	96	102	-7	-10	-20	104	-4	-2	-5	-5
O=C1COc2ccc(C(=O)CCl)cc2N1	.	?	96	4	.	-12	102	.	.	.	.
CC(=O)NC1C(Oc2ccccc2C)OC(CO)C(O)C1O (centres undefined)	-2	105	102	5	-6	-9	103	0	0	-3	-2
COc1cc(-c2nc(CN(C)C(C)c3ccncn3)c(C)o2)ccc1F (centres undefined)	-5	103	104	6	-4	-26	103	-1	-1	-4	-2

# (further entries)
SMILES,Bcl-XL Bim block,RGS7-Gao reg,RGS8-Gao,Mcl1-Noxa inh,Bfl-1 Bim block,Mcl1-Bid inh,RGS4-Gao reg,Mcl-1 Bim block,Bcl-W Bim block,Bcl-B Bim block,Bcl-2 Bim block
COc1ccc(C(=O)NCc2nnc(SCC(=O)N3CCc4ccccc43)n2Cc2ccccc2)cc1,-8,106,103,-1,-16,0,105,-4,-3,-6,-9
Cc1c(N2C(=O)CS/C2=N\N=C\c2ccc(Br)cc2)c(=O)n(-c2ccccc2)n1C,4,101,101,13,-1,1,101,2,-1,0,-3
CCOC(=O)c1c(-n2c(C)cc(C=O)c2C)sc2c1CCCC2,-5,97,98,2,0,-50,98,-1,-2,-13,-4
COc1ccc(-c2[nH]nc3oc(=O)cc(C)c23)cc1,1,99,103,5,0,-19,100,1,1,3,0
Cc1cc2cc(CN(Cc3ccco3)C(=S)NCC3CCCO3)c(=O)[nH]c2cc1C (centres undefined),-2,104,100,10,0,-66,102,-1,-4,-6,-1
COC(=O)c1ccc(/C=N/NC(=O)CC(=O)NC(C)C)cc1,-9,97,100,.,-16,-25,99,-2,0,-7,-11
O=C(NNC1OC(CO)C(O)C(O)C1O)c1cccc(Br)c1 (centres undefined),-1,106,103,12,8,-22,102,-5,-3,-1,0
CCCCOc1ccc(/C(O)=C2/C(=O)C(=O)N(Cc3cccnc3)C2c2ccncc2)c(C)c1 (centres undefined),-7,100,105,14,-2,9,104,-2,-4,-4,-1
O=C(OCn1nnc2ccccc2c1=O)c1cccs1,-1,100,101,8,-7,-14,101,-2,0,-7,-6
O=C(COc1ccc(S(=O)(=O)NC2CCCCC2)cc1)NCc1cccnc1,-1,92,93,-3,0,-5,96,0,-2,-2,-2
O=C(O)c1ccccc1Nc1ccnc(Cl)n1,.,?,99,12,.,-40,96,.,.,.,.
Cc1nn(Cc2ccc(Br)cc2)c(C)c1NC(=O)c1nn(C)cc1Cl,-7,100,101,-3,-12,-22,99,0,-1,-7,-2
CCOC(=O)N1N=C(C)CC1(O)c1ccccc1 (centres undefined),-7,102,108,10,-1,-2,101,-4,-3,-6,-2
Cc1cccc(-c2nc3ccccc3c(=O)n2NC(=O)c2ccc([N+](=O)[O-])c(C)c2)c1,-9,147,99,6,-13,-9,107,-4,-4,-7,-9
NS(=O)(=O)c1cccnc1Nc1c(Cl)cccc1Cl,.,179*[activator],128,6,.,0,208*[activator],.,.,.,?
Cc1ccccc1CS(=O)(=O)Cc1ccc(C(=O)NCc2ccccn2)o1,2,99,99,-65,1,-75,97,0,1,0,7
Cc1c(C(=O)Nc2ccc(Cl)cc2)c2ccccn2c1C(=O)c1ccc(F)cc1,-3,91,99,-11,-14,-13,95,-22,1,-17,-13
Cc1nn(-c2ccccc2)c(C)c1P(=O)(c1ccccc1)N(C)C (centres undefined),-5,100,101,4,-3,-12,103,-2,-6,-2,-3
CSc1nnc([C@@H]2CCCN2C(=O)OC(C)(C)C)o1,-3,103,100,-15,-6,-4,102,-1,-4,-3,-7
C/C(CC(=O)Nc1cccc2c1CCCC2)=N\NC(=O)c1cccc2ccccc12,22,91,86,13,27,-10,92,20,16,12,24
CN(C)c1ccc(/C=C/C(=O)c2ccc(C(C)(C)C)cc2)cc1[N+](=O)[O-],-7,117,103,-3,0,-8,119,-2,-5,-5,-4
COc1ccc(CCNC(=O)Cc2ccc([N+](=O)[O-])cc2)cc1OC,.,?,102,-24,.,5,102,.,.,.,.
Cc1sc(=NC(=O)c2ccco2)n(C)c1-c1ccc(Cl)cc1,-7,101,101,5,-20,-2,100,-4,-1,-8,-13
CS(=O)(=O)N1N=C(c2ccccc2)CC1c1cccs1 (centres undefined),0,100,100,0,-1,-20,98,0,1,0,-3
CC(C)c1ccc(NC(=O)c2cnn(-c3ccccc3)c2NC(=O)c2ccco2)cc1,12,90,95,21,23,3,93,9,8,12,15
COc1ccccc1N1CCN(C(c2cccs2)C(C)NC(=O)c2cccnc2)CC1 (centres undefined),-4,98,108,2,-11,-19,102,-3,-2,-6,-8
CC(C)c1ccc(O)c(NC(=O)c2cccnc2)c1,-5,102,101,7,-9,-51,102,1,1,-9,-4
CN(Cc1ccsc1)C(=O)CCc1nnc(Cc2c[nH]c3ccccc23)o1,-3,95,107,7,-2,-9,100,0,1,-1,-3
COc1ccc(C2NC(C(=O)O)Cc3c2[nH]c2ccccc32)cc1CN1CCN(c2ccc(F)cc2)CC1 (centres undefined),.,?,101,-29,.,-17,101,.,.,.,.
Fc1ccc(C(c2ccc(F)cc2)N2CCN(C/C=C/c3ccccc3)CC2)cc1,-5,103,101,33,-1,42,104,-3,-5,-9,-2
C=CCNC(=O)C1CC1(c1ccccc1)c1ccccc1 (centres undefined),-2,99,105,-4,-2,-26,103,-2,-3,0,0
C=CCN(c1ccccc1Cl)S(=O)(=O)c1cccc(C(=O)NCCc2ccc(OC)cc2)c1,-6,102,107,-14,-2,-10,102,-5,-2,-5,-2
C=CCn1c(SCC(=O)NC2CCCCC2)nnc1-c1sc(N)nc1C,0,97,99,3,-2,-12,93,-3,0,0,-5
O=C(O)c1cccc(NC(=O)c2cccc(S(=O)(=O)N3CCCCC3)c2)c1,0,97,101,-9,-8,-8,100,0,0,-5,-6
O=C(Nc1ccc2ccccc2c1)/C(=C\c1ccc2c(c1)OCO2)NC(=O)c1ccco1,-7,105,103,6,-2,9,101,-1,-3,-5,-5
COc1ccc2[nH]cc(C(=O)CN(C)CCc3ccc(OC)c(OC)c3)c2c1,-3,102,100,10,-9,-31,102,0,1,-5,-8

# RGS4-Gao reg, entries above that show a hit.
SMILES,Bcl-XL Bim block,RGS7-Gao reg,RGS8-Gao,Mcl1-Noxa inh,Bfl-1 Bim block,Mcl1-Bid inh,RGS4-Gao reg,Mcl-1 Bim block,Bcl-W Bim block,Bcl-B Bim block,Bcl-2 Bim block
NS(=O)(=O)c1cccnc1Nc1c(Cl)cccc1Cl,.,179*[activator],128,6,.,0,208*[activator],.,.,.,?

# Screens as filed in PubChem.
